KCNH2 3.1 inh – inhibitors of human KCNH2 3.1 potassium channel isoform; activity change, % (tested at about 1.8 µM); 340,000 tested, 0.95% active; AID 720553; U2OS KCNH2 3.1, thallium flux FluxOr; active compounds read low;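 active = maximum activity change below -70%; inconclusive = maximum activity change from -70% to -50%; inactive = maximum activity change above -50%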;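 also: thallium influx rate constant from kinetic fluorescence after stimulation buffer; % is scaled to controls: 0 for no effect and ±100 for the full control effect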
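Kinetic fluorescence (2 min after stimulation buffer) measures Tl+ influx through KCNH2 3.1 expressed by viral transduction in U2OS cells; the rate constant is normalized against DMSO controls serving as positive and negative references.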
Rab9 prom act – activators of Rab9 promoter | Potency, µM (doses to about 9.22 µM), for the others: at the highest dose activation, negative = inhibition, hits mostly activators | AID 485297 | 320,000 tested, 2.8% active | Huh7 Rab9 promoter-luciferase reporter, luminescence, 24 h; also: potency is read from the fitted curve at half-maximal effect; % of control where 0% means no effect; nearly all actives have a fitted effect of over 60% in size
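Quantitative HTS format; Huh7 Rab9-luciferase reporter cells (1500/well) receive compound 2 h post-plating, incubate 24 h at 37 °C, then get luciferase reagent for 10 min before luminescence reading.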
RORgamma inh – blocks mouse ROR gamma transcriptional activity; AID 2551; Drosophila S2 Gal4-RORgamma UAS-luciferase reporter, 20 h; P51450; 310,000 tested, 5.4% active; Potency, µM (highest dose often 53.6 µM), for inactives: top-dose activity change, negative = inhibition, hits mostly inhibitors; also: potency is read from the fitted curve at half-maximal effect; % is scaled to controls: 0 for no effect and ±100 for the full control effect; nearly all actives have a fitted effect of over 60% in size
Target sequence (P51450 whole entry, looked up, the tested form may be a part): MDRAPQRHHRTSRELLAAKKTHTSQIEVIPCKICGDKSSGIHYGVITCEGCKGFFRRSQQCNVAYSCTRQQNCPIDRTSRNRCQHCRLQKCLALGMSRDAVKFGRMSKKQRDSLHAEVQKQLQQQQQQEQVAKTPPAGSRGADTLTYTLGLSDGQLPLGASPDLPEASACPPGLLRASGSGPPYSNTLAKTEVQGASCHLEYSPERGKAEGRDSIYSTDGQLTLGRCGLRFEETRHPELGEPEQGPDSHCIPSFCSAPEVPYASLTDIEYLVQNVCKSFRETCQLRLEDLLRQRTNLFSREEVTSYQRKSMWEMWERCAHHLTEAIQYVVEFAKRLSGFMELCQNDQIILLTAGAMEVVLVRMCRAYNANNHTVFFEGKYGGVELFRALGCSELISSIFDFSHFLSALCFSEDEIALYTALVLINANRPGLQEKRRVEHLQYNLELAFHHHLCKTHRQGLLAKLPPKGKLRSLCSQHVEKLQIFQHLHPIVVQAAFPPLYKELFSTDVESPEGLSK
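Stable Schneider cell line, Gal4 DNA-binding domain fused to ROR gamma, UAS-luciferase. Cmpd 1 hr RT → CuSO4 700 uM final → 20 hr RT → luciferase reagent 10 min → luminescence.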
Giardia kill – kills Giardia lamblia | Giardia lamblia trophozoite viability | activity change, % at 7.66 µM, hits read low | 340,000 tested, 0.15% active | AID 540267; in the data active = activity change below about -80%; inconclusive = between about -30% and that limit;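 also: parasites exposed to compound for two days anaerobically before the ATP read; % is scaled to controls: 0 for no effect and ±100 for the full control effect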
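Giardia lamblia trophozoites (100 cells/well) were incubated with compounds for 48 h at 37 deg C under anaerobic conditions. Viability was read as ATP content by one-step luminescence after 15-30 min at room temperature.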
Gal4-VP16 FLuc – inhibits Gal4-VP16 luciferase reporter, ROR gamma counter-screen; AID 2546; Potency, µM (series often up to 53.6 µM), without a hit: at the highest dose activity, negative = inhibition, usual class: inhibitors; Drosophila S2 Gal4-VP16 UAS-luciferase, luminescence, 20 h; 310,000 tested, 3.5% active;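 also: Gal4-VP16 expression switched on by copper sulfate through the metallothionein promoter; potency is read from the fitted curve at half-maximal effect; % is scaled to controls: 0 for no effect and ±100 for the full control effect; nearly all actives have a fitted effect of over 50% in size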
uPA generation – cell surface uPA generation inhibition. cell surface uPA generation assay, qHTS. Potency, µM (highest dose often 38.3 µM), for inactives: top-dose activity change, negative = inhibition, actives largely listed as inhibitors. 330,000 tested, 0.31% active. AID 540303; active = well fitted inhibition curve with a large enough effect; inconclusive = small, poorly fitted or top-dose-only effect; inactive = no such curve, though single readings can be large or run the other way; tested in mouse RAW 264.7 cells; also: potency is read from the fitted curve at half-maximal effect; % is scaled to controls: 0 for no effect and ±100 for the full control effect; nearly all actives have a fitted effect of over 55% in size
NPC1 promoter act – NPC1 promoter activation. Potency, µM (doses to about 9.22 µM), for the others: at the top dose activation, usual class: activators. 320,000 tested, 2.4% active. Huh7 NPC1 promoter luciferase reporter, 24 h;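 also: potency is read from the fitted curve at half-maximal effect; % of control where 0% means no effect; nearly all actives have a fitted effect of over 60% in size; reporter is driven by a mutant NPC1 promoter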
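NPC1 promoter–luciferase Huh7 cells; 24 h compound; luminescence.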
ELG1 genotoxic – inducers of genotoxicity in HEK293T ELG1-luciferase cells; Potency, µM (highest dose often 46 µM), for the others: top-dose activity change, positive = activation, hits mostly activators; HEK293T ELG1-luciferase reporter, luminescence, 16 h; AID 504466; 330,000 tested, 1.3% active; also: potency is read from the fitted curve at half-maximal effect; % of control where 0% means no effect; nearly all actives have a fitted effect of over 60% in size
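After overnight (16 hr) compound treatment at 37 °C, ELG1-luciferase HEK293T cells were lysed with ONE-Glo; luminescence quantified 30 min later at room temperature.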
Coupling enz – coupling enzyme interference in Giardia aldolase counter-screen; coupling enzyme system counterscreen, AmpLite Red fluorescence; activity change, negative = inhibition, % at 58.2 µM, hits read low; 290,000 tested, 0.67% active; AID 2472; in the data active = activity change below about -30%; also: % is scaled to controls: 0 for no effect and ±100 for the full control effect
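Final compound at 57.5 uM, incubated 10 min at RT with coupling enzyme reagent (glyceraldehyde-3-phosphate), then 20 min with substrate and AmpLite Red detection. Fluorescence read at 525/598 nm; tests interference with the coupling assay, not aldolase inhibition.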
FLuc counter – firefly luciferase modulation, counter-screen for miR-21 project; purified FLuc, Km substrates, luminescence inhibition; Potency, µM (titrated, usually from 57.5 µM), inactives show at the top dose activity change, negative = inhibition, most hits filed as inhibitors; 360,000 tested, 6.9% active; AID 588342; P08659;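 also: potency is read from the fitted curve at half-maximal effect; plate controls were vehicle for no effect and reference inhibitor for full effect; nearly all actives have a fitted effect of over 55% in size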
Target sequence (P08659 whole entry, looked up): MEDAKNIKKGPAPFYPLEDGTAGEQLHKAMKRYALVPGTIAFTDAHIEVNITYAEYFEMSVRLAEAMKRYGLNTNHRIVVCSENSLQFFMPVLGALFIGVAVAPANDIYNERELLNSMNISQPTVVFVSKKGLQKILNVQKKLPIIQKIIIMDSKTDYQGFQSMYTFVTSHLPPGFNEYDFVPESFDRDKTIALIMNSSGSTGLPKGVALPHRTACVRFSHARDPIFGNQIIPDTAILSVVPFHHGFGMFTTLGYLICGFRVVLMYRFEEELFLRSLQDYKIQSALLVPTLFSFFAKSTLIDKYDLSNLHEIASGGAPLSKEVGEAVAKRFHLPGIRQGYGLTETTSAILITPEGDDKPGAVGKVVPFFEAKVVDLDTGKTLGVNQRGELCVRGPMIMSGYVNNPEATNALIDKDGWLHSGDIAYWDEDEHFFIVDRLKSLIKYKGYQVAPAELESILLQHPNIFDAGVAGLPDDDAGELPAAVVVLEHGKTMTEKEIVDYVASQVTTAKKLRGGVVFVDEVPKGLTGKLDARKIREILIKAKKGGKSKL
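Purified P. pyralis luciferase (10nM final) with 10uM D-luciferin and 10uM ATP (Km levels) in 50mM Tris acetate pH 7.5, 10mM Mg acetate, 0.01% Tween-20, 0.05% BSA; qHTS 6-point titration, ~60 µM downward; luminescence read.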
Tb PFK inh – blocks T. brucei phosphofructokinase | 330,000 tested, 0.17% active | T. brucei PFK, ADP-Glo luminescence | Potency, µM (top dose mostly 57.5 µM), without a hit: top-dose activity, negative = inhibition, actives largely listed as inhibitors | O15648;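 also: potency is read from the fitted curve at half-maximal effect; 0% = uninhibited 1x PFK enzyme wells and -100% = no-enzyme wells; nearly all actives have a fitted effect of over 60% in size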
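Compounds were pin-transferred as a titration series up to 57 uM into substrate buffer (0.5 mM F6P, 0.1 mM ATP, pH 8.0), then 1.25 nM PFK was added and reactions ran 45 min before ADP-Glo detection.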
* hit, by the source's call; ? = inconclusive; . = not tested or not shown; & = joins results of further samples; [ ] = dose if it differs, or a comment. Unless noted, calls follow the shape of the dose curve; as a rule, active = well fitted curve in the direction sought with a large enough effect; inconclusive = small, poorly fitted or top-dose-only effect, or another doubt; inactive = no such curve, though single readings can be large; an effect the other way counts as inactive or inconclusive.

Structure	KCNH2 3.1 inh	Rab9 prom act	RORgamma inh	Giardia kill	Gal4-VP16 FLuc	uPA generation	NPC1 promoter act	ELG1 genotoxic	Coupling enz	FLuc counter	Tb PFK inh
CC1CCCC(NC(=O)c2ccc3c(=O)n(CC4CCCO4)c(=O)[nH]c3c2)C1C (centres undefined)	-1	1%	7%	-1	1%	2%	0%	-7%	2	1%	2%
CCOC(=O)c1c(C)[nH]c(C(=O)COC(=O)c2c(CC)noc2C)c1C	6	-5%	.	-8	.	0%	-1%	-7%	.	0%	-2%
O=C(Cn1c(=O)n(Cc2ccco2)c(=O)c2c3c(sc21)CCCCC3)c1ccccc1	-5	1%	7%	0	3%	2%	14%	-1%	4	?	-13%
Cc1occc1C(=O)Nc1cccc2ccccc12	1	1.6µM*	-43%	0	?	-3%	2µM*	5.8µM*	-5	2.7µM*	-9%
Cc1nc2cc(NC(=O)NCCCO)ccc2o1	4	-3%	0%	16	7%	5%	2%	3%	0	-2%	-1%
CC(C)CNC(=S)N1CCN(c2nc(-c3ccc(Cl)cc3)cs2)CC1	0	-1%	?	15	?	-3%	-9%	-7%	-2	-3%	0%
CSc1ccc(Cl)c(C(=O)OCC(=O)N(C)CCC#N)c1	16	1%	21%	13	17%	2%	-1%	8%	0	3%	-1%
N#Cc1c(C(F)(F)F)cc(-c2ccccc2)nc1SCC(=O)N1CCOCC1	-2	-4%	17%	-7	5%[0.365 µM]	2%	2%	-8%	3	4%	1%
O=C(O)C1C2C=CC(O2)C1C(=O)NCCC1=CCCCC1 (centres undefined)	2	-3%	-37%	5	-4%	1%	-4%	4%	-6	5%	-1%
Cc1ccc(C)c(NC(=O)CN(C)C(=O)c2cccc(-n3cccc3)c2)c1	5	-5%	.	0	.	3%	-3%	-5%	.	1%	?
Cc1cc(C)c(S(=O)(=O)N2CCCOC2CNC(=O)C(=O)NCc2cccnc2)c(C)c1 (centres undefined)	-4	0%	-12%	1	2%	5%	-6%	4%	0	0%	1%
CS(=O)(=O)c1cccc(C(=O)Nc2ccc(S(=O)(=O)N3CCCCC3)cc2)c1	-21	-2%	.	6	.	-2%	5%	-2%	.	-1%	6%
CCOc1cccc(CN2CCC(Oc3ccc(C(=O)NCc4ccccn4)cc3)CC2)c1	-7	1%	25%	11	11%	-8%	-1%	-2%	-1	1%	2%
Cc1ccc(-n2c(SCC(=O)N3CCCC3)nc3c(c2=O)SCC3)cc1	.	-2%	3%	.	3%	.	1%	0%	0	-1%	-1%
Cc1nn(CCC(=O)Nc2cccc(C#N)c2)c(C)c1S(=O)(=O)N1CCCCC1	20	-3%	-4%	-4	-5%	0%	-5%	-6%	1	-1%&-5%	2%
Cc1cc(C)c(C#N)c(OCC(=O)c2ccccc2)n1	9	-4%	-8%	11	?	-2%	1%	3%	-3	6%	2%
Cc1ccc(-n2nc3ccc(NC(=O)/C=C/c4ccco4)cc3n2)cc1C	-9	15%	-27%	26	-10%	.	29%	20%	-2	9.5µM*	-5%
Cc1ccccc1CS(=O)(=O)c1snnc1C	12	0%	-23%	-2	18%	-5%	0%	0%	0	1%	-4%
COc1ccc(-c2ccc3c(c2)c(C#Cc2ccsc2)c(-c2cc(OC)cc(OC)c2)n3C)cc1	9	.	.	-28	.	11%	.	5%	.	.	-4%
COc1ccc(Cl)cc1C(=O)NNC(=O)c1cc2ccccc2o1	14	.	.	38[activator]	.	1%	.	-1%	.	.	7%
COc1cc(NC(=O)c2ccc3c(=O)n(Cc4ccco4)c(=S)[nH]c3c2)cc(OC)c1OC	-8	0%	-24%	-27	-2%	0%	-2%	0%	0	2%	-6%
CCOc1cnc(-c2ccc(OC)cc2)o1	-19	?	-16%	-16	-4%	10%	2.5µM*	?	0	9.5µM*	-3%
Cc1cc(Cl)nc(Cl)c1C(=O)NCc1ccc(Cl)cc1	0	-5%[1.84 µM]	1%	-16	6%	-22%	-1%	-1%	2	-2%	-5%
O=C(COC(=O)c1ccc(S(=O)(=O)N2CCOCC2)cc1)Nc1ccccc1F	26	16%	.	4	.	?	-4%	3%	.	0%	4%
C/C=C/c1ccc(OCC(=O)Nc2cc(OC)c(OC)c(OC)c2)c(OC)c1	11	-1%	41%	4	-21%	2%	-7%	-11%	2	-9%	-2%
O=C(Nc1cccc(S(=O)(=O)NC2=NCCCCC2)c1)c1cc(-c2ccccc2Cl)nc2ccccc12	0	-3%	2%	9	6%	4%	-2%	-7%	-3	-2%	-5%
CC(C)Nc1nc(NC(C)C)nc(C(N)=O)n1	-10	0%	-11%	-5	4%	3%	-3%	0%	0	0%	0%
CCCCCSc1nc2c(cnn2-c2ccc(F)cc2)c(=O)[nH]1	17	-8%	12%	-12	6%	4%	-1%	0%	-5	0%	5%
O=c1cc(CO)oc(CN2CCCC2)c1O	5	-3%	-14%	6	-7%	-8%	-5%	0%	0	3%	-10%[0.46 µM]
CC(C)(C)NC(=O)CCN(/N=C/c1ccc([N+](=O)[O-])o1)C1=NS(=O)(=O)c2ccccc21	-21	-12%	-17%	-92*	-21%	-17%	-15%	-6%	-5	1%	-4%
Cc1ccc(NC(=O)CSc2nccn2Cc2ccco2)cc1	3	4.5µM*	15%	-17	0%	-10%	?	?	.	19µM*	-4%
Cc1cccc(NC(=O)c2ccc3ccccc3n2)c1C	-12	?	1.8µM*	14	?	-8%	?	?	0	0.85µM*	-1%[0.46 µM]
O=C(CNC(=O)c1ccccc1F)NCc1ccccn1	12	.	.	6	.	2%	.	2%	.	.	-1%
Cc1ccc(NC(=O)CCNS(=O)(=O)c2ccc3[nH]c(=O)oc3c2)cc1N(C)C	-1	2%	-18%	-2	1%	3%	-2%	0%	0	4%	-1%
COc1ccccc1NC(=O)CCSc1nc(C)cc(C)n1	-2	-6%	-2%	9	-3%	-7%	0%	1%	4	0%	-1%
CN(CCc1ccccc1)Cc1nc(-c2cnccn2)no1	20	-5%	12%	15	-10%	2%	-2%	4%	2	0%	0%
NC(=O)c1c(-c2ccccc2)oc2ccc(O)cc12	1	-37%[inhibitor]	16%	-6	1%	.	-3%	3%	0	-2%	3%
CC(C)(C)NC(=O)c1cccnc1Sc1ccccc1	13	1%	-1%	-6	1%	-4%	0%	3%	-3	-3%	-3%
Cc1ccc(-n2c(SCC(=O)O)nc3sc4c(c3c2=O)C(C)CCC4)cc1 (centres undefined)	9	-2%	-4%	19	-5%	-5%	-5%	2%	21	-24%	2%
CC(CC(=O)O)CC(=O)N1CCN(S(=O)(=O)c2cccs2)CC1 (centres undefined)	14	6%	1%	-12	-7%	-1%	3%	-6%	.	-2%	-3%
Cc1[nH]n(-c2ccccc2)c(=S)c1C=Nc1ccc([N+](=O)[O-])cc1	-4	2%	3.2µM*	-7	7.1µM*	5%	0%	6%	-5	?	?
Cc1nn(C)c(C(=O)Nc2ccn(C34CC5CC(CC(C5)C3)C4)n2)c1[N+](=O)[O-]	5	-1%	-2%	-8	-2%	3%	0%	8%	-1	-8%	0%
Cc1nn(C(=O)C2CC2)c(C)c1Sc1ccc(Cl)cc1	4	1%	?	6	-1%	-4%	-1%	0%	-1	0%	0%
CN1CC(=O)N2C(c3ccc(Cl)cc3)c3[nH]c4ccccc4c3C[C@H]2C1=O (some centres undefined)	4	-2%[1.84 µM]	15%	-5	1%	5.6µM*	-6%	7%	1	2%	10%
CC(=O)c1ccc(OCCCC(=O)OCC(=O)N2CCN(c3ccccc3)CC2)cc1	6	1%	-19%	-3	-8%	1%	-2%	0%	-2	-1%	-1%
CSCCC(NC(=O)c1ccc(Cl)cc1)C(=O)OCC(=O)NCc1ccco1 (centres undefined)	-2	0%	.	2	.	-2%	1%	0%	.	1%	-1%
CCc1ccc(NC(=S)N(CCOC)C2CCN(C(C)=O)CC2)cc1	5	-2%	-28%	0	7%	-3%	2%	0%	2	4%	-4%
CC1CCCC(C)N1C(=O)c1cc(-c2cccs2)on1 (centres undefined)	3	28%	-3%	-12	?	4%	17%	12%	-2	?	-2%
CSCCC(NC(=O)c1ccco1)c1nc2ccccc2[nH]1 (centres undefined)	14	-4%	0%	-29	4%	-11%	-8%	2%	.	-2%	2%
CSc1ncc(CN2CCN(C(C)C)C(CCO)C2)cn1 (centres undefined)	-6	-2%	-6%	-4	3%	14%	0%	2%	0	1%	0%
COc1cc(C(=O)N[C@H](C(=O)OCC(=O)NC2CCCCCC2)C(C)C)cc(OC)c1OC	-5	.	.	-3	.	-2%	.	15%	.	.	1%
C[n+]1ccc(/C=N/Nc2nc(Cl)c(C#N)c(Cl)c2Cl)cc1	11	1%	-32%	-2	-8%	?	-5%	0%	-1	-18%	-13%

Source: PubChem BioAssay (National Center for Advancing Translational Sciences (NCATS))

An unsorted share of the library. Share with any hit: about 14%.
